HIF-2a block – HIF-2a reporter inhibitors, primary screen, luminescence, 786-0 RCC cells | inhibition, % at 18.8 µM | 786-0 RCC cells HIF-2a reporter, luciferase luminescence, overnight | hit rate 0.72% among 360,000;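 active means inhibition of the luminescence signal of 40% or more relative to plate controls, in a single-dose primary screen at 18.75 µM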
TROY NFkB inh – inhibitors of TROY-driven NF-kB signaling, primary screen, Q293 LMP1-TROYcd cells, NF-kB luciferase, uHTS. Q293 LMP1-TROYcd NF-kB luciferase reporter, 4 h. inhibition, % at 10 µM. hit rate 0.98% among 360,000;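 active means compounds whose plate-normalised and pattern-corrected inhibition of the luciferase reporter signal at the single screening dose is 50% or more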
Shn3 inh set2 – reduction of Shn3 3'UTR firefly luciferase signal, primary screen, Schnurri-3 inhibitor project, cell-based, Clone20 osteoblasts, set 2 | Clone20 osteoblast Shn3 3'UTR firefly luciferase, 24 h | inhibition, % at 12.5 µM | hit rate 0.52% among 360,000;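 active means mean inhibition of at least 75% with every replicate also reaching 75%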;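 further: 0% = median of neutral control wells and 100% = pilot-screen positive control compound; some compounds past the cut are filed as inactive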
C8 TRAIL sens – viability loss with TRAIL in NB7+C8 cells, primary screen, TRAIL sensitizer project, cell-based, ATPlite luminescence | hit rate 1% among 360,000 | inhibition (viability loss, TRAIL sensitization), % at 10 µM | AID 624354, 2012;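 active means compounds causing at least 50% loss of cell viability in the single-dose screen, relative to plate controls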
TWEAK-Fn14 inh – inhibitors of TWEAK-Fn14 signaling, primary screen, luciferase reporter cells, uHTS; TWEAK-stimulated Fn14 reporter cells, luciferase luminescence, 8 h; inhibition, % at 10 µM; hit rate 2% among 360,000; in the data active means inhibition above about 50%
CF NFkB block – inhibitors of PAF-induced NF-kB signaling, primary screen, cell-based, GFP fluorescence, uHTS. KKLEB NF-kB-GFP reporter, GFP fluorescence overnight. inhibition, % at 5 µM. hit rate 0.86% among 360,000;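 active means at least 50% inhibition at 5 µM, scaled per plate between neutral and stimulator controls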;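 further: PAF is a Pseudomonas aeruginosa culture filtrate used as stimulus; plate controls were PAF-stimulated DMSO wells for no effect and unstimulated DMSO wells for full effect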
TRPM1 prom inh – inhibitors of MITF-dependent TRPM1 promoter reporter, primary screen, cell-based, SK-MEL-5, single point, luciferase; inhibition, % at 12.5 µM; SK-MEL-5 TRPM1 promoter luciferase, 24 h; hit rate 0.83% among 330,000;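 active means mean inhibition across replicates of 60% or more, whatever share of single replicates reaches that level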; further: values of inactives mirror those of a sister screen read the other way
KKLEB tox – cytotoxicity in KKLEB CF airway cells, primary screen, cytotoxicity control for CF NF-kB inhibitor project, cell-based, uHTS, fluorescence assay plates; KKLEB CF airway cells viability, ATPlite luminescence, overnight; active compounds read low; cells stimulated with P. aeruginosa culture filtrate; activity change (cytotoxicity), % at 5 µM; hit rate 0.36% among 360,000; AID 602141, 2011;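 active means corrected activity change at or below -50% at 5 µM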
NR2E3 ag-1 – inhibitors of NR2E3-RetCOR corepressor binding, primary screen, NR2E3 agonist project, biochemical, TR-FRET, GST-NR2E3, biotin-RetCOR. AID 2300, 2010. inhibition of corepressor binding, % at 4.78 µM. 1536-well. Photoreceptor-specific nuclear receptor (Homo sapiens), Q9Y5X4. hit rate 0.12% among 320,000;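 active means percent inhibition above the cutoff of mean plus 3 SD of all tested compounds, set per screening campaign, cut at about 20% in these data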;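 further: 0% = DMSO wells and 100% = biotin wells as full block of FRET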
Target sequence (Q9Y5X4 whole entry, looked up): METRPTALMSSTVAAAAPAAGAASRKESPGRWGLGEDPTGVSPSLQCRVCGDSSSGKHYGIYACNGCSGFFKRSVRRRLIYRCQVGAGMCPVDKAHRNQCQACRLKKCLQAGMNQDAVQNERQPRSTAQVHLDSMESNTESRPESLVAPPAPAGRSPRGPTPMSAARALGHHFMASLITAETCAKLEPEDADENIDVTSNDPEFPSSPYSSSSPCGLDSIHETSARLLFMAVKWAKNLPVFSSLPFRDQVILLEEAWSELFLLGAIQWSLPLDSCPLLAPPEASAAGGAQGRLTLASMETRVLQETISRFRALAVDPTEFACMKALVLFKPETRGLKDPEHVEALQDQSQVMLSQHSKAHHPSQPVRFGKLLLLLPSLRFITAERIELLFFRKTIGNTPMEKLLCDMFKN
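System: GST-NR2E3 and biotin-RetCOR proteins; probe or stimulus: 7 nM biotin-RetCOR; doses: compound at 4.8 µM, single dose; schedule: Compound–protein incubation for 5 h at 4 °C; detection: time-resolved FRET; read-out: percent inhibition; controls: biotin wells as high control, 0.6% DMSO wells as low control; format: 1536-well plates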
Peg3 promoter – Peg3 promoter-driven luciferase inhibitors, primary screen, cell-based, HeLa, luciferase luminescence; AID 588405, 2011; HeLa PEG-Prom luciferase reporter, overnight; inhibition, % at 20 µM; hit rate 1.7% among 360,000;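 active means inhibition of at least 50% at 20 µM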
NR2E3 ag-2 – NR2E3 agonists in two-hybrid cells, primary screen, cell-based, luminescence, CHO-S, Gal4-NCOR/VP16-NR2E3; Photoreceptor-specific nuclear receptor (Homo sapiens), Q9Y5X4; luciferase; hit rate 0.35% among 360,000; inhibition of corepressor binding, % at 3.98 µM; AID 602229, 2012;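 active means inhibition above the mean of all tested compounds plus 3 SD, cut at about 70% in these data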;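 further: 0% = DMSO with NR2E3 transfected cells and 100% = cells lacking NR2E3 construct; higher means lower luciferase signal from less NR2E3 corepressor binding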
* marks the source's active call; other numbers are inactive results; x = no result given. A portion of the library; the hit share may differ from the screen's.

Values run as follows: HIF-2a block | TROY NFkB inh | NR2E3 ag-1 | Peg3 promoter | KKLEB tox | NR2E3 ag-2 | CF NFkB block | Shn3 inh set2 | TWEAK-Fn14 inh | C8 TRAIL sens | TRPM1 prom inh
1	CCOc1cc(S(=O)(=O)NCCc2ccc(OC)c(OC)c2)c(OCC)cc1-n1cnnn1
  2 | -8 | 0 | -10 | -8 | -35 | 25 | -51 | 2 | -12 | 4
2	COCC1CCN(C(=O)c2cc(COc3ccc(-n4cncn4)cc3)on2)C1 (stereo not drawn)
  8 | 14 | 1 | -8 | 3 | 7 | 12 | -5 | 15 | 4 | 1
3	CC(=O)c1c(CC(=O)O)[nH]n(-c2nc3ccccc3s2)c1=O
  -152 | -27 | 0 | -35 | 6 | -50 | -11 | -8 | -3 | 30 | 9
4	Cc1ccc(OCC(=O)N2CCOCC2)c([N+](=O)[O-])n1
  5 | 11 | 0 | 13 | 7 | 6 | -12 | 5 | 38 | 5 | 8
5	COc1ccccc1[C@@]1(C)ON(c2ccccc2C(F)(F)F)C1=O
  66* | 11 | -1 | 77* | 1 | 9 | 45 | -22 | 35 | 29 | 16
6	O=S(=O)(c1ccc(Cl)c(F)c1)N1CCC(c2nc(-c3ccncc3)no2)CC1
  18 | 35 | -3 | 16 | -1 | -3 | -1 | 18 | 3 | -7 | -7
7	O=C(O)CCC(=O)NNC(=O)c1ccc(Br)cc1
  15 | -23 | -2 | -1 | 12 | 9 | 6 | -3 | -13 | 3 | -2
8	Cc1noc(C)c1NC(=O)N(C)C[C@@H]1Oc2ncc(Br)cc2C(=O)N([C@@H](C)CO)C[C@H]1C
  -4 | -6 | x | 15 | 6 | 12 | -47 | 0 | -12 | -13 | x
9	Cn1ncc(Br)c1NC(=O)c1cc(Cl)cc(Cl)c1
  12 | 0 | -3 | 8 | 6 | -9 | -9 | -37 | 10 | -5 | -2
10	C=CCOC(=O)c1sc(NC(=O)c2ccc(OC)cc2)nc1C
  -156 | -40 | 2 | -88 | -3 | -15 | 8 | -22 | -14 | 1 | -39
11	O=c1[nH]nc(C(F)(F)F)c2nnn(Cc3ccccc3Cl)c12
  18 | 3 | 0 | 11 | 3 | -24 | 12 | 6 | 24 | -9 | -10
12	CC1CCCCN1C(=O)c1ccc(Br)o1 (stereo not drawn)
  4 | 12 | -5 | 5 | 11 | -23 | 14 | 3 | -5 | -2 | -5
13	CC(C)(C)n1nc(-c2ccc(Cl)cc2)c2c(N)ncnc21
  63* | 8 | -1 | 69* | 4 | -12 | 46 | 64 | -54 | 7 | -7
14	O=C(CN1CCCCC1)Nc1ccccc1
  4 | 13 | -2 | -5 | -12 | -15 | -3 | -3 | -6 | 8 | 11
15	CCOC(=O)c1sc(NC(=O)CC)c(C#N)c1C
  1 | 4 | 3 | -2 | 4 | 17 | 0 | -9 | 4 | -20 | 3
16	Cc1nnc(SCc2ccccc2)n1CC1CCCO1 (stereo not drawn)
  9 | 4 | 1 | 2 | -4 | 8 | -2 | 6 | -6 | 7 | 2
17	CNNC(=O)C(=O)NNS(=O)(=O)c1ccccc1
  11 | 4 | 1 | 11 | -6 | -32 | 6 | -21 | -3 | -3 | 4
18	COc1ccc(/C=N/NC(=O)C(C)n2nnc3ccccc32)cc1OC (stereo not drawn)
  9 | -1 | 0 | 4 | 1 | 4 | 11 | -3 | -1 | -2 | -12
19	CCNC(=S)NNC(=O)c1ccc(OC(F)F)cc1
  16 | 10 | 2 | 7 | -2 | -1 | -4 | 2 | 3 | 1 | 1
20	Cc1c(C2(O)C(=O)Nc3ccc(F)cc32)c(=O)n(-c2ccccc2)n1C (stereo not drawn)
  6 | 9 | 4 | 9 | -1 | -3 | 2 | -6 | -22 | -16 | -1

Arranged by value in NR2E3 ag-1 (highest first): 3 of the compounds above.
| # | SMILES | NR2E3 ag-1 |
| --- | --- | --- |
| 4 | Cc1ccc(OCC(=O)N2CCOCC2)c([N+](=O)[O-])n1 | 0 |
| 14 | O=C(CN1CCCCC1)Nc1ccccc1 | -2 |
| 12 | CC1CCCCN1C(=O)c1ccc(Br)o1 (stereo not drawn) | -5 |

Back to the main list, starting 5 compounds before the break.
Values run as follows: HIF-2a block | TROY NFkB inh | NR2E3 ag-1 | Peg3 promoter | KKLEB tox | NR2E3 ag-2 | CF NFkB block | Shn3 inh set2 | TWEAK-Fn14 inh | C8 TRAIL sens | TRPM1 prom inh
16	Cc1nnc(SCc2ccccc2)n1CC1CCCO1 (stereo not drawn)
  9 | 4 | 1 | 2 | -4 | 8 | -2 | 6 | -6 | 7 | 2
17	CNNC(=O)C(=O)NNS(=O)(=O)c1ccccc1
  11 | 4 | 1 | 11 | -6 | -32 | 6 | -21 | -3 | -3 | 4
18	COc1ccc(/C=N/NC(=O)C(C)n2nnc3ccccc32)cc1OC (stereo not drawn)
  9 | -1 | 0 | 4 | 1 | 4 | 11 | -3 | -1 | -2 | -12
19	CCNC(=S)NNC(=O)c1ccc(OC(F)F)cc1
  16 | 10 | 2 | 7 | -2 | -1 | -4 | 2 | 3 | 1 | 1
20	Cc1c(C2(O)C(=O)Nc3ccc(F)cc32)c(=O)n(-c2ccccc2)n1C (stereo not drawn)
  6 | 9 | 4 | 9 | -1 | -3 | 2 | -6 | -22 | -16 | -1
21	O=C(Cc1n[nH]c(=O)c2ccccc12)Nc1cccc(S(=O)(=O)N2CCCC2)c1
  16 | 8 | 0 | 6 | -2 | 3 | -6 | 5 | -13 | -9 | 4
22	CC1Cc2ccccc2N1S(=O)(=O)c1cccc(C(=O)N2CC(=O)Nc3ccccc32)c1 (stereo not drawn)
  12 | 2 | 5 | 31 | -5 | 3 | 22 | -20 | -7 | -8 | -4
23	CCN(CC)CC(=O)NC1CCCc2c1cnn2-c1cc(F)cc(F)c1 (stereo not drawn)
  -89 | -37 | 4 | -22 | -3 | -35 | 3 | 0 | -3 | 2 | -12
24	CCc1nc(SCc2ccc([N+](=O)[O-])cc2)n[nH]1
  -58 | -36 | -4 | -34 | -9 | -12 | 7 | -12 | -145 | -2 | -22
25	C=CCOc1ccc2c(c1)c(=O)cc(C(=O)O)n2CC
  14 | 6 | -2 | 0 | -5 | 17 | -2 | 9 | 3 | 6 | 2
26	COc1cc(NC(=O)C2CCCO2)c(OC)cc1Cl (stereo not drawn)
  3 | 1 | 2 | -8 | 6 | -5 | -7 | -18 | 10 | -6 | -1
27	N/C(=N\OC(=O)COc1ccc(Cl)cc1)c1cccnc1
  -212 | -41 | 2 | -136 | -22 | -70 | 24 | -32 | -39 | -2 | 1
28	COc1ccccc1NS(=O)(=O)c1cccc(NC(=O)Nc2ccccc2)c1
  26 | 46 | -1 | 33 | 9 | 14 | -2 | 34 | 34 | 12 | -5
29	CC(C)CNC(=O)COC(=O)c1ccccc1SCC(=O)NCC(C)C
  5 | 2 | 3 | 18 | 1 | -45 | 4 | -19 | -12 | 12 | -3
30	O=C(CNC1CCCC1)Nc1ccc(S(=O)(=O)N2CCCCC2)cc1
  5 | -9 | 3 | 0 | 1 | 1 | -3 | 1 | 28 | -4 | 14
31	CCCN1CCC(=O)N([C@H](CN=[N+]=[N-])CC(C)C)CC1
  5 | 7 | 0 | 1 | 16 | -7 | -14 | -14 | 1 | 9 | 0
32	O=C(CSCc1ccco1)NC1CCCC1
  -25 | 2 | 2 | -50 | -4 | 20 | -13 | -7 | -7 | 7 | -12
33	Cc1nc2ccc(S(=O)(=O)NCC(=O)NCCc3ccc(Cl)cc3)cc2s1
  10 | 1 | -2 | 11 | 6 | 2 | -9 | -13 | 9 | -4 | -6
34	CCn1c(SCC(=O)c2ccccc2)nc2sc3c(c2c1=O)CCN(C)C3
  -34 | -10 | -4 | -17 | -15 | -38 | 3 | -9 | -76 | -5 | -2
35	O=C(CNc1ccc(Br)cc1)NC(=O)NC1CCCCC1
  -13 | -10 | x | -10 | -10 | -17 | -6 | 0 | 10 | 1 | 8
36	O=C1C=C(c2ccc(O)cc2)C[C@@H](c2ccc(Cl)cc2)C1
  -10 | 14 | 1 | -4 | -2 | -16 | 6 | -12 | 6 | 5 | -9
37	C[C@H](CO)N1C[C@H](C)[C@@H](CN(C)S(C)(=O)=O)Oc2c(NC(=O)Nc3ccc(C(F)(F)F)cc3)cccc2C1=O
  -49 | 1 | x | -91 | 3 | 5 | 14 | -21 | 13 | 5 | -18
38	O=C(CSc1nc2[nH]c(=O)cc(O)c2s1)Nc1cccc(Br)c1
  4 | -10 | 5 | 12 | -5 | -28 | -2 | 4 | 0 | -13 | x
39	O=C(O)CNC(=O)C1CCCN1C(=O)CNC(=O)OCc1ccccc1 (stereo not drawn)
  15 | 3 | 1 | 1 | -6 | 3 | 18 | -5 | 3 | -17 | 5
40	CCOc1ccccc1NC(=S)Nc1ccccc1F
  4 | 0 | 1 | -10 | -5 | -20 | -4 | 2 | 10 | -1 | 14
41	COc1cc(C2C3C(C)N(C)C(=O)N(C)C3N(C)C(=O)N2C)ccc1O (stereo not drawn)
  6 | x | -3 | -14 | -6 | 5 | 9 | 17 | 19 | -16 | 8
42	Cc1cc(C)cc(C(=O)NCC(=O)N2CCC3(CC2)NCCc2[nH]cnc23)c1
  6 | -9 | 0 | -3 | 1 | 7 | -6 | 4 | 7 | 5 | 2
43	CCSc1nnc(COc2ccccc2)n1CC
  9 | 4 | 1 | -4 | 0 | 1 | 7 | -4 | -11 | -1 | -8
44	OCCn1c(CSc2nc3ccccc3n2CCO)nc2ccccc21
  14 | 17 | 4 | 12 | 8 | -14 | -2 | -7 | 3 | -3 | 0
45	O=C(N1CCOCC1)N1CCCC(c2nc(-c3cccs3)no2)C1 (stereo not drawn)
  -23 | 1 | -1 | -34 | 1 | -32 | -5 | -12 | 16 | -6 | -15
46	O=C1CCC(C(=O)N2CCN(c3cnccn3)CC2)CN1CCc1cccc(F)c1 (stereo not drawn)
  -30 | -9 | 1 | 1 | 3 | -13 | -6 | -26 | -5 | -15 | -7
47	CCC(C)NC(=O)c1ccccc1NC(=O)Nc1ccccc1 (stereo not drawn)
  -5 | -6 | -2 | -8 | -5 | -23 | 15 | -6 | 5 | 8 | -2
48	CC1(C)C2CCC1(C)C1(C2)NC(=O)c2ccccc2O1 (stereo not drawn)
  25 | 5 | -3 | 11 | -7 | -6 | 12 | -26 | 9 | -9 | -14
49	CCCCCOC(=O)Cn1c(N2CCCCCC2)nc2c1c(=O)[nH]c(=O)n2C
  16 | 8 | 2 | 23 | -20 | -16 | 9 | 17 | -10 | -9 | -8

Source: PubChem
